Assay outcomes deposited in PubChem BioAssay by several laboratories.
GC-B act: GC-B (human) receptor activation; actives 0.11% (n = 370,000); activation, % at 10 µM; P20594; HEK293-GC-B cells, CNP EC30, cGMP TR-FRET; 0% at EC30 CNP, 100% saturating CNP;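 active = activation at 10 µM reaching about 35% in either raw or pattern-adjusted values, limit read from the data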
NPR1 activator: GC-A (human) enzyme activation; HEK293 GC-A cells, cGMP TR-FRET, EC30 ANP; 0% at EC30 ANP, 100% saturating ANP; activation, % at 10 µM; actives 0.14% (n = 370,000); in the data active = activation above about 40%
mABHD4 FP: inhibits mouse alpha/beta hydrolase domain 4; purified mABHD4, FP-Rh probe fluorescence polarization; Q8VD66; AID 720543; inhibition, % at 8.92 µM; actives 0.54% (n = 370,000);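 active = inhibition exceeding the mean over every tested compound plus 3 SD, cut at about 30% in these data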;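 also: 0% = plate median of compound wells and 100% = S159A mutant with DMSO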
Target sequence (Q8VD66 whole entry, looked up, the tested form may be a part): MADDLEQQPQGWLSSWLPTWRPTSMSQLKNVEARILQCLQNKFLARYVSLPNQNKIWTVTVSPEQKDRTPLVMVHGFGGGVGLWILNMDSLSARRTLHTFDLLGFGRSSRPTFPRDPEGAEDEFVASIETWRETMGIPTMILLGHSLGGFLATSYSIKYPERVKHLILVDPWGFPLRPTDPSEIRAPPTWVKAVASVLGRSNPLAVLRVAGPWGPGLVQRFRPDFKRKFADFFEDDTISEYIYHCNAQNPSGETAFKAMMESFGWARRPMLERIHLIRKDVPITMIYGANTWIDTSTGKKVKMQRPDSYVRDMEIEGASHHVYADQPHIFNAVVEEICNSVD
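assay system = mABHD4 protein | compound dosing = single nominal dose of 8.92 µM, 0.89% DMSO final | read-out basis = percent inhibition of probe binding, normalized to plate controls | schedule = Enzyme–compound pre-incubation 45 min, then probe 60 min, both 25 °C | detection = fluorescence polarization, excitation 525 nm, emission 598 nm, BODIPY TMR filters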
ASAP1 inh: blocks human ASAP1-stimulated Arf1 GTP hydrolysis; AID 624377; actives 0.19% (n = 360,000); GDP FP detection; inhibition, % at 16.5 µM; in the data active = inhibition above about 25%;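 also: 0% = vehicle with enzyme and substrate and 100% = no enzyme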
PG9 binder: PG9 antibody binding by small molecule; TR-FRET gp120-PG9 antibody binding; inhibition, % at 6.7 µM; actives 0.43% (n = 360,000); in the data active = inhibition above about 8.5%
SMARCA2 activ: increases SMARCA2 function in MMTV reporter cells. activation, % at 9.1 µM. AID 652017. actives 1% (n = 370,000). MG213 cells, MMTV-luciferase reporter, dexamethasone, overnight; in the data active = activation above about 7.8%;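 also: 0% = vehicle wells and 100% = reference activator wells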
NR1D1 modulator: modulators of human Rev-erb alpha DNA binding; P20393; Rev-erbα–FITC-DNA binding, fluorescence polarization, 90 min; activity, % at 10 µM; actives 0.79% (n = 370,000);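 active = activity above about 14%, limit read from the data; passing the limit was not always enough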;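 also: 0% = DMSO wells with 35 nM protein and 100% = DMSO wells with 750 nM protein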
Target sequence (P20393 whole entry, looked up): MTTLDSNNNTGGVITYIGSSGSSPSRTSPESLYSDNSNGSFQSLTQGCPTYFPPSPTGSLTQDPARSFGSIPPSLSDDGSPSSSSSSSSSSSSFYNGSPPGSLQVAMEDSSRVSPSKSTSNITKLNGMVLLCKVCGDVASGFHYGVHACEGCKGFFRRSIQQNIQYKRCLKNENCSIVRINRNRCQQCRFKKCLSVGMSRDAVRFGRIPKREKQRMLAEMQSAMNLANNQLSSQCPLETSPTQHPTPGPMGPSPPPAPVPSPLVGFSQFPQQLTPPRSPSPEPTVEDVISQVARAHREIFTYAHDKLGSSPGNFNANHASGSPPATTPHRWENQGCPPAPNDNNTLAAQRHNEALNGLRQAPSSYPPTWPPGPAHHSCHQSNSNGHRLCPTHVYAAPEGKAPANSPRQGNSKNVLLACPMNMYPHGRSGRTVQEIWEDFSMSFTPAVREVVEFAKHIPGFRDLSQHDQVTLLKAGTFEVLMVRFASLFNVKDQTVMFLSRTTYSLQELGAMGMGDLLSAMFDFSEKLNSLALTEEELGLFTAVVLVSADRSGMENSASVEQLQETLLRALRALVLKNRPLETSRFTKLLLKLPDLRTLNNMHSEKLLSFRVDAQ
HTRA1 inhibitor: blocks human HTRA1 serine peptidase; Q92743; recombinant HTRA1, FP-rhodamine activity-based probe, fluorescence polarization; inhibition, % at 5.96 µM; actives 0.5% (n = 340,000); AID 504803; in the data active = inhibition above about 36%;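 also: 0% = enzyme with DMSO and 100% = wells lacking enzyme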
rCAG RNA binder: molecules binding r(CAG) RNA repeats | inhibition, % at 3 µM | AID 651821 | actives 1.3% (n = 370,000) | r(CAG) RNA repeat, TO-PRO-1 dye displacement fluorescence;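 active = inhibition above the plate cutoff, the mean of all test compounds on that plate plus 3 SD, cut at about 35% in these data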;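 also: 0% = DMSO alone and 100% = 100 µM mitoxantrone as full dye displacement; higher means more dye released from RNA so lower well fluorescence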
ARFGAP1 inhibitor: inhibitors of rat ARFGAP1; Q62848; Arfgap1-stimulated ARF1 GTP hydrolysis, GDP FP detection; inhibition, % at 16.5 µM; actives 0.26% (n = 360,000); AID 651572;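 active = inhibition above a per-plate limit, mean inhibition of low control wells plus 3 SD, cut at about 25% in these data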;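 also: 0% = DMSO wells with enzyme and 100% = wells lacking Arfgap1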
Target sequence (Q62848 1-136 limits assumed): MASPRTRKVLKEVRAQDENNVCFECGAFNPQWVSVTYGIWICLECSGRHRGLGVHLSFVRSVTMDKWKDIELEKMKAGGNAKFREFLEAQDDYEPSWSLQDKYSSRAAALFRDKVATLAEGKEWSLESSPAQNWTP
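Material: rat Arfgap1 GAP domain (His6, aa 1-136), purified enzyme. Also added: human ARF1(Δ1-17)-GTP substrate. Compound dosing: 16.5 µM single point, 1.26% DMSO. Timing: enzyme reaction 120 min at 25 °C after 20 min preincubation. Signal: GDP detection by fluorescence polarization. Read-out basis: percent inhibition of GAP-stimulated GDP formation, scaled between DMSO and no-Arfgap1 medians.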
Starred values were filed as active, the others as inactive; . = not tested or not shown.

Each structure is followed by: GC-B act	rCAG RNA binder	NPR1 activator	HTRA1 inhibitor	SMARCA2 activ	ASAP1 inh	PG9 binder	ARFGAP1 inhibitor	mABHD4 FP	NR1D1 modulator
- CCOC(=O)c1c(/N=C/c2ccc(C)cc2O)sc2c1CCN(C)C2
→ -5	-2	1	3	-1	-5	-1.0	-1	8	-2
- CCC(C)c1ccc(NC(=O)NCCN2CCCCC2)cc1 (configuration not stated)
→ -1	3	0	5	-1	11	0.4	-2	2	-9
- CCCCn1c(SCC(=O)Nc2oc(C)c3c(C)n[nH]c(=O)c23)nc2cc(S(N)(=O)=O)ccc21
→ -2	2	-2	1	-1	-2	-2.5	14	1	-3
- CCc1nc(SCC(=O)c2cccc([N+](=O)[O-])c2)n[nH]1
→ 1	2	4	8	-1	8	-1.2	0	0	0
- CCOC(=O)c1cnn2c(C(F)(F)F)cc(-c3ccccc3)nc12
→ -3	-4	-3	6	1	-12	0.3	0	0	4
- COc1ccc(S[C@]2(C(=O)N(C)C)CC(=O)N(c3ccc(OC)cc3)[C@@H]2c2ccc(OC)cc2)cc1
→ 0	3	-3	.	2	.	.	.	-6	7
- CCOC(=O)C1=C(O)C(=O)N(c2ccc(S(N)(=O)=O)cc2)C1c1ccc(Cl)cc1 (configuration not stated)
→ -2	12	2	-3	-1	-9	0.4	1	2	-9
- Cc1nnc(NC(=O)CN2C(=O)NC3(CCCC3)C2=O)s1
→ 5	1	0	2	-2	2	1.7	1	4	1
- COc1cc(/C=N/N=C2/NC(=O)C(CC(=O)O)S2)ccc1OCc1cccc(Cl)c1 (configuration not stated)
→ 6	43*	-1	-1	0	15	-0.4	-6	-3	-3
- CCOc1ccc(/C=N/NC(=O)CC(=O)Nc2ccc(Cl)c(Cl)c2)cc1
→ -1	9	-4	-10	-5	-3	4.4	2	-9	-4
- CC(=O)Nc1cccc(OCC(=O)NCCC2=CCCCC2)c1
→ 1	-5	0	4	-2	-3	0.3	-2	1	-8
- O=C(c1ccc(COc2c(F)c(F)c(F)c(F)c2F)o1)N1CCN(Cc2ccc3c(c2)OCO3)CC1
→ -7	-7	2	-14	-1	6	-2.4	12	-1	0
- N=c1n(Cc2ccccc2)c2ccccc2n1CC(O)c1ccco1 (configuration not stated)
→ -11	10	-13	25	0	0	0.8	2	2	1
- COc1ccc2oc(-c3ccccc3[N+](=O)[O-])cc(=O)c2c1
→ -2	-4	-10	-5	1	8	1.6	-2	-2	2
- COCCOC(=O)c1c(C)nc(SCC(=O)Nc2ccc(C)cc2)c(C#N)c1-c1ccco1
→ 6	3	4	-11	-2	2	1.5	0	-4	10
- O=C(COC(=O)C1CCC1)Nc1cccc(S(=O)(=O)N2CCOCC2)c1
→ 2	1	0	-1	-1	2	3.1	7	-1	8
- CCOc1ccc2nc(NC(=O)CS(=O)(=O)c3ccccc3)sc2c1
→ -6	12	-4	-6	4	9	-1.0	-7	-15	0
- Cc1ccc(-c2cc(C(=O)N3CCN(c4ncccn4)CC3)c3ccccc3n2)cc1
→ -2	-2	0	-35	-1	8	-0.1	2	1	3
- Cc1cc(C)cc(NC(=O)OCCN2CCN(Cc3ccccc3)CCC2=O)c1
→ -3	-10	-3	-5	-1	1	-0.2	0	1	-5
- COc1cccc(-c2cc(C(F)(F)F)n3ncc(C(=O)N4CCc5ccccc5C4)c3n2)c1
→ 23	1	12	1	2	-26	-0.2	11	8	5

Part of the list above with just HTRA1 inhibitor and NPR1 activator:
SMILES | HTRA1 inhibitor | NPR1 activator
CC(=O)Nc1cccc(OCC(=O)NCCC2=CCCCC2)c1 | 4 | 0
O=C(c1ccc(COc2c(F)c(F)c(F)c(F)c2F)o1)N1CCN(Cc2ccc3c(c2)OCO3)CC1 | -14 | 2
N=c1n(Cc2ccccc2)c2ccccc2n1CC(O)c1ccco1 (configuration not stated) | 25 | -13

A few values from the entries so far:
Reading of COc1cccc(-c2cc(C(F)(F)F)n3ncc(C(=O)N4CCc5ccccc5C4)c3n2)c1 under rCAG RNA binder: 1
Reading of COc1ccc2oc(-c3ccccc3[N+](=O)[O-])cc(=O)c2c1 under SMARCA2 activ: 1

More structures
Each structure is followed by: GC-B act	rCAG RNA binder	NPR1 activator	HTRA1 inhibitor	SMARCA2 activ	ASAP1 inh	PG9 binder	ARFGAP1 inhibitor	mABHD4 FP	NR1D1 modulator
- O=C(CSc1nnnn1C1CCCC1)N1CCCc2ccccc21
→ 4	18	-2	3	0	-1	-0.9	2	-19	5
- CCc1nnc(NC(=O)c2ccc3c(c2)C(=O)N(CC(C)C)C3=O)s1
→ 0	2	-1	.	1	3	-1.0	5	2	-2
- Cc1cccc(-n2c(CNC(=O)c3ccc(S(=O)(=O)N(C)C)cc3)nnc2SCC(=O)Nc2ccc(F)cc2)c1
→ 9	0	7	-11	-5	-9	2.1	8	-7	0
- CCCCCNC(=O)c1ccc2c(=O)[nH]c3c(C(=O)NCC4CCCO4)sc(=S)n3c2c1 (configuration not stated)
→ .	59*	.	9	-2	7	0.7	0	32*	.
- O=C(N=c1nc2ccccn2s1)c1ccccc1
→ -2	0	2	9	1	4	-0.8	-8	3	-1
- COc1ccc(C#CC2=CC(=O)CC(C)(C)C2)cc1
→ 7	3	-1	-5	1	6	0.1	-1	-6	4
- CCCNC(=O)OCc1cccnc1Sc1ccc(C)cc1
→ 0	-6	3	-1	0	-2	-0.2	3	-13	4
- Cc1nn(C)c(C)c1-c1c(C#N)c(N)nc2c1CCCCCC2
→ 3	8	-4	2	1	-10	1.6	3	-3	-1
- CCc1ccc(N(C(=O)CCC(=O)Nc2cc(C)on2)C(C(=O)NC2CCCC2)c2ccco2)cc1 (configuration not stated)
→ -1	-1	-5	1	-8	-10	-0.4	-4	-12	-8
- O=C(CCC1CCCN(Cc2cccc(Cl)c2)C1)NCc1ccccc1F (configuration not stated)
→ -1	-8	-2	-5	3	-2	3.1	-2	0	0
- CC(C)(C)c1ccc(/C=N/NC(=O)Cc2c[nH]c3ccccc23)cc1
→ -12	10	-6	-21	-1	5	-1.0	20	4	5
- CN(C)NC(=O)C(NC(=O)c1ccccc1)C12CC3CC(CC(C3)C1)C2 (configuration not stated)
→ -3	-6	1	2	-2	3	-1.0	1	-2	1
- Cc1ccc(CCN2CC(C(=O)NCc3cccnc3)CC2=O)cc1 (configuration not stated)
→ 2	3	-7	2	-4	4	-0.7	-3	-2	-6
- O=C(Nc1c(Cl)ccc2nsnc12)c1ccc([N+](=O)[O-])o1
→ 5	6	-4	1	5	-4	-2.5	-5	4	-4
- Cn1c(=O)c2c(nc(Cl)n2CC(=O)N2CCCCC2)n(C)c1=O
→ 1	0	1	9	0	2	-0.5	0	2	-1
- COc1ccc(Nc2nc(N3CCN(S(=O)(=O)N(C)C)CC3)nc3ccccc23)cc1
→ 4	-5	11	-10	-1	-13	-0.2	5	12	5
- CCOC(=O)c1cnc(SCC(=O)Nc2nc(C)c(C)s2)nc1N
→ 0	2	1	-6	0	4	0.8	1	2	-4
- O=C(Nc1ccccc1)c1cc(C2CCCN(C(=O)c3cccs3)C2)on1 (configuration not stated)
→ -4	1	3	.	4	4	1.4	-18	2	-6
- CC1(C)CC(=O)C=C(c2n[nH]nc2-c2ccc(F)c(F)c2)C1
→ -2	5	1	2	-1	-3	-2.0	8	-1	-1
- CC(C)(C)NC(=O)CN(C(=O)c1ccc(Cl)nc1)c1cccc2ccccc12
→ -6	-5	-8	-4	-4	3	2.1	4	7	-4
- CC(=O)c1ccc(OCC(C)C)c(CN2CCCCC2)c1
→ 5	-6	0	9	-3	4	1.5	0	-5	2
- CCc1cc(=O)oc2cc(OC3CCCCC3=O)ccc12 (configuration not stated)
→ -3	0	1	-2	-1	-9	-0.8	-2	1	-3
- O=C(c1cc(C2CC2)nn1-c1ccccc1)N1CCN(Cc2ccccc2)CC1
→ 3	1	2	-2	1	-12	-0.1	-10	2	-7
- CC1CCCC(C)N1C(=O)CN1C(=O)c2ccccc2S1(=O)=O (configuration not stated)
→ 7	-1	2	3	2	3	-0.3	-2	-2	1
- O=C(NNC(=O)C1CC=CCC1C(=O)O)c1ccc(Cl)cc1 (configuration not stated)
→ 0	0	0	2	-1	-3	-1.8	2	0	0
- Cc1ccc(C)c(OCc2cc(C(=O)NC3CCN(Cc4ccccc4)CC3)no2)c1
→ -3	-6	-9	-39	-1	5	0.2	2	7	-2
- O=C(NCc1ccc2c(c1)OCO2)C1CC(=O)N(C2CCCCCCC2)C1 (configuration not stated)
→ 3	-4	0	3	-2	-11	-0.7	6	7	3
- CN(C)S(=O)(=O)c1cccc(-c2nn(-c3ccccc3)cc2/C=C(/C#N)C(=O)NCc2ccco2)c1
→ 15	2	15	-15	-1	-2	8.4	5	-6	-3
- NC(=O)NN=C1CCC(O)CC1CC(=O)O (configuration not stated)
→ 0	3	1	.	3	5	-2.0	-4	10	-5
- O=[N+]([O-])c1ccc(-n2cccn2)c(-c2nn[nH]n2)c1
→ -4	0	3	2	2	9	0.6	-6	-2	-5
- COC(=O)c1cccc(NC(=O)CCCN2C(=O)NC3(CCCC3)C2=O)c1
→ -5	-4	3	1	-2	-8	-0.5	-3	-4	-4
- CC(C)OP(=O)(Nc1cccc2ccccc12)OC(C)C
→ -3	-6	-5	9	0	7	-1.4	3	7	-2
- COc1ccc(/C=N/NC(=O)c2ccn[nH]2)cc1Cn1cc([N+](=O)[O-])cn1
→ 3	2	4	-2	0	-6	-1.6	7	4	-4
- CCn1cc(/C=C(\NC(=O)c2cc(OC)c(OC)c(OC)c2)C(=O)N2CCOCC2)c2ccccc21
→ -5	4	-4	2	-5	5	0.4	15	7	-2
- CCCn1nc2cc(C(=O)NCc3ccc(C)cc3)ccc2c1OCC
→ -2	-3	1	-11	1	11	0.0	6	-5	1
- COc1cccc(CNC(=O)COC(=O)C2CC3CCCC(C2)C3=O)c1 (configuration not stated)
→ 4	-2	0	-2	-1	9	0.3	-11	-2	-5
- CN(Cc1ccccc1)Cc1cc(=O)oc2ccccc12
→ -11	3	-5	.	-3	6	-1.5	-2	-8	5
- Cc1cc(C)cc(-n2ncc3c2CCCC3NC(=O)c2ccccc2N2CCOCC2)c1 (configuration not stated)
→ -2	-5	0	-11	1	7	0.8	3	5	3
- CN1CCN(C(=O)/C=C\c2ccc(Cl)cc2)CC1
→ 4	-3	-4	0	3	-13	0.4	13	0	-9
- CC(C)(C)c1ccc(/C=N/NC(=O)C2CCCC2)cc1
→ 2	-6	3	-6	4	0	0.4	1	0	-2
- C=CC(=O)N1C/C(=C/c2ccccc2)C(=O)/C(=C\c2ccccc2)C1
→ -1	1	10	0	-10	-7	-0.1	-2	2	2
- O=S(=O)(c1ccc(F)c(F)c1F)N1CCN(c2ncnc3sccc23)CC1
→ 0	2	-1	-7	-2	3	11*	5	1	0
- CN(Cc1cnn(-c2ccccc2)c1)C(=O)c1cccc(S(=O)(=O)N(C)c2ccccc2)c1
→ -4	3	3	-8	-3	-5	-1.0	2	-9	2
- S=c1[nH]nc(CN2CCCCC2)n1Cc1ccccc1
→ 1	-1	3	-5	3	8	2.0	6	4	-2

Arranged by value in ARFGAP1 inhibitor (descending): three from the list above
structure,ARFGAP1 inhibitor
O=S(=O)(c1ccc(F)c(F)c1F)N1CCN(c2ncnc3sccc23)CC1,5
CN(Cc1cnn(-c2ccccc2)c1)C(=O)c1cccc(S(=O)(=O)N(C)c2ccccc2)c1,2
C=CC(=O)N1C/C(=C/c2ccccc2)C(=O)/C(=C\c2ccccc2)C1,-2
